# Bioassay records: PubChem BioAssay, National Center for Advancing Translational Sciences (NCATS)
# HT1080 IDH1KD tx: toxicity to HT-1080 IDH1 knockdown cells (counter line); HT-1080 IDH1 knockdown viability, ATP luminescence, 48 h; Potency, µM (doses to about 46.1 µM), for inactives: at the highest dose activity, negative = toxicity, most hits filed as cytotoxic; actives 2% (n = 360,000);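 note: potency is the fitted concentration of half-maximal effect; 0% = DMSO wells and -100% = cell-free medium wells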
#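 Viability of IDH1-knockdown HT-1080 fibrosarcoma cells was assessed by CellTiter-Glo after 48 h at 37 °C with titrated compound; concentration-effect curves were classified by fit quality and response size.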
# GLP-1R agonist: activates the human GLP-1 receptor | HEK293 GLP-1R CRE-luciferase, luminescence, 4-6 h; cells express a hypersensitive GLP-1R form | actives 0.007% (n = 380,000) | Potency, µM (series often up to 45.6 µM), for the others: at the highest dose activation, hits mostly activators | P43220; note: potency is the fitted concentration of half-maximal effect; % of control where 0% means no effect
# Target sequence (P43220 whole entry, looked up): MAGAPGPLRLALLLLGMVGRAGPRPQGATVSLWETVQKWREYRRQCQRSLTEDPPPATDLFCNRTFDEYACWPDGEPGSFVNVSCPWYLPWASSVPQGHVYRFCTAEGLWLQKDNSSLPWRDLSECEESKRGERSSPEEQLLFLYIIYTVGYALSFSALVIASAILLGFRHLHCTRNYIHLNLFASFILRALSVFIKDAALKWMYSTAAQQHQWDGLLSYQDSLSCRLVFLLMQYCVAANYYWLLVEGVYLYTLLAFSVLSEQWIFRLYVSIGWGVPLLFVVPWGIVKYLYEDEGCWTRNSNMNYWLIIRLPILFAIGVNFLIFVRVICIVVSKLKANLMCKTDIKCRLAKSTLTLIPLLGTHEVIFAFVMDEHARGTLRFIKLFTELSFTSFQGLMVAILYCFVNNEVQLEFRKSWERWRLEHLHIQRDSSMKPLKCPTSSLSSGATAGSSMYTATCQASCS
# SW480 rereplic: induces DNA re-replication in SW480 colon adenocarcinoma cells; SW480 DNA re-replication, Hoechst DNA content imaging, 48 h; Potency, µM (titrated, usually from 46.1 µM), for inactives: top-dose re-replication activation, usual class: activators; actives 1.8% (n = 340,000); AID 624297; note: potency is the fitted concentration of half-maximal effect; % of control where 0% means no effect; nearly all actives have a fitted effect of over 55% in size
#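 250 cells/well; 23 nL cpd via pin tool; 48 hr, 37 C, 5% CO2; Hoechst 40 min; imager read of total nuclear intensity, ex 405/em 500-530 nm.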
# D3 antag: antagonists of human D3 dopamine receptor; P35462; D3R cells, DiscoveRx beta-arrestin luminescence, antagonist mode; active compounds read low; max response, negative = inhibition, %; actives 2.5% (n = 360,000); AID 652054; in the data active = max response below about -50%; inconclusive = no clear call, values can overlap the other calls; note: % is set by controls: 0 for no effect and ±100 for the full control effect; mostly tested at two doses, the higher about 12 µM
# Target sequence (P35462 whole entry, looked up): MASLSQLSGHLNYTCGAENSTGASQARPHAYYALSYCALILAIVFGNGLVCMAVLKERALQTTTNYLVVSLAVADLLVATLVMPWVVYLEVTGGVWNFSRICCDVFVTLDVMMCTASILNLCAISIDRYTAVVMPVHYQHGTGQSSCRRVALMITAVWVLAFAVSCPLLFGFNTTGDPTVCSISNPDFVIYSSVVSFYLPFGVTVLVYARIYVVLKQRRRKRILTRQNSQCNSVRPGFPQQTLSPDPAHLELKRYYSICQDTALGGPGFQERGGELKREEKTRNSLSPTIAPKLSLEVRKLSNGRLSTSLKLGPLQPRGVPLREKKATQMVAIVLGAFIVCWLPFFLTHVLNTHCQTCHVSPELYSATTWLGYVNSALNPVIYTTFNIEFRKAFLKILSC
#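 Cells plated overnight at 1500 cells/well, then exposed to library compounds with dopamine controls for 90 minutes at 37 degrees C. DiscoveRx reagent added for 30–60 minutes at room temperature; luminescence read, quantitative HTS format.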
# HT1080-NT tox: kills 2HG-producing HT-1080-NT fibrosarcoma cells | HT-1080-NT fibrosarcoma viability, CellTiter-Glo ATP luminescence, 48 h | Potency, µM (series often up to 46.1 µM), inactives show at the highest dose activity, negative = less viability, actives largely listed as cytotoxic | actives 1.6% (n = 360,000);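 note: NT is the 2HG producing partner of a matched IDH1 knockdown line; potency is the fitted concentration of half-maximal effect; 0% = DMSO-treated cells and -100% = media-only wells without cells; nearly all actives have a fitted effect of over 55% in size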
#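 Fibrosarcoma NT cells, 750 per well in 5% FBS RPMI, were exposed to compound for 48 hours. Viability: CellTiter-Glo luminescence.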
# KB-V1 MDR tox: kills drug-selected multidrug resistant KB-V1 cells; Potency, µM (titrated, usually from 46.1 µM), for the others: at the top dose activity change, negative = cytotoxicity, actives largely listed as cytotoxic; actives 3.4% (n = 400,000); KB-V1 MDR cells viability, CellTiter-Glo, 72 h; note: potency is the fitted concentration of half-maximal effect; % is set by controls: 0 for no effect and ±100 for the full control effect; nearly all actives have a fitted effect of over 60% in size
#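 Cytotoxicity toward P-gp-expressing KB-V1 cells was determined as loss of CellTiter-Glo luminescence after 72 h at 37 degrees C. Compounds were tested in quantitative HTS format across a concentration range, with curves fitted to normalized data.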
# DRD3 agonist: activates the human D3 dopamine receptor; P35462; D3R DiscoveRx beta-arrestin cells, luminescence, 90 min; max activation, %; actives 0.58% (n = 410,000); AID 652048; in the data active = max activation above about 30%; note: 0% is about no effect; mostly tested at two doses, the higher about 12 µM
#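 Agonist mode: compounds and dopamine controls were applied to plated cells for 90 min at 37 degrees C after an overnight attachment at 1500 cells/well. Luminescent read-out followed 30 - 60 minutes at room temperature with DiscoveRx detection reagent.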
# KB-3-1 tox: KB-3-1 parental cell cytotoxicity; KB-3-1 viability, CellTiter-Glo ATP luminescence, 72 h; AID 1347075; actives 1.4% (n = 400,000); Potency, µM (series often up to 46.1 µM), for the others: at the top dose activity change, negative = cytotoxic, hits mostly cytotoxic; note: potency is the fitted concentration of half-maximal effect; % is set by controls: 0 for no effect and ±100 for the full control effect; nearly all actives have a fitted effect of over 60% in size
#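 Viability of parental KB-3-1 cells, measured by CellTiter-Glo luminescence, followed a 72 h incubation at 37 °C with pinned compounds in phenol-red-free DMEM containing 10% FBS.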
# IL-1B inflam inh: blocks inflammasome-driven IL-1 beta release | AID 743279 | actives 4.7% (n = 360,000) | THP-1 LPS/ATP IL-1B secretion, AlphaLISA, 16 h; active compounds read low | activity change, % at 57.5 µM; in the data active = activity change below about -50%; inconclusive = mostly about -30% to -49%; note: % is set by controls: 0 for no effect and ±100 for the full control effect
#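 Secreted IL-1B measured by AlphaLISA bead assay after 16 h compound exposure of THP-1 cells; compounds (final up to 57.5 uM) added 1 h before LPS (250 ng/mL) and ATP (1.25 mM) stimulation; lower signal means less secretion.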
# An asterisk follows results filed as active; i = inactive; u = inconclusive; x = no result given; [ ] = dose if it differs, or a comment. Unless noted, calls come from the whole dose curve; as a rule, active = well fitted curve in the direction sought with a large enough effect; inconclusive = small, poorly fitted or top-dose-only effect, or another doubt; inactive = no such curve, though single readings can be large; an effect the other way counts as inactive or inconclusive. Not a hit list. About 12% of those tested had a hit in this group.
1	Cn1c(CCC(=O)OCC(=O)NCc2ccccc2Cl)nc(=O)c2ccccc21
2	Cc1c(Cl)cccc1NC(=O)Cn1c(-c2ccc(F)cc2)noc1=O
3	Cc1cccc(CC(C)NC(=O)CCc2nnc(CCCCc3ccccc3)o2)n1 (configuration not stated)
4	CCc1ccc(OC2(C)CCN(Cc3ccc(SC)cc3)C2)cc1 (configuration not stated)
5	CN(Cc1cccc(Cl)c1Cl)C(=O)c1ccccc1SCC(=O)N1CCCC1
6	CCn1cc(/C=C(\NC(=O)c2ccccc2F)C(=O)N2CCCC2)c2ccccc21
7	CC1C(=O)C(C)C(c2ccccc2F)NC1c1ccccc1F (configuration not stated)
8	O=C(CN1C2CCCC1CC(NC(=O)C1CCCCC1)C2)NCc1ccc(F)cc1 (configuration not stated)

Compound,1,2,3,4,5,6,7,8
D3 antag,13,1,6,-60*,5,25,0,2
SW480 rereplic,0%,-13%,6%,x,4%,-21%,-1%,-5%
IL-1B inflam inh,-7,20,28,-7,-16,-26,30,0
HT1080-NT tox,4%,1%,-2%,u,u,-1%,-5%,9%
GLP-1R agonist,5%,-1%,10%,3%,13%,17%,-3%,10%
KB-V1 MDR tox,u,-6%,-10%,3%,-2%,0%,-11%,u
KB-3-1 tox,4%,0%,13%,0%,u,-9%,u,0%
DRD3 agonist,2,2,1,-24,-1,-6,1,-2
HT1080 IDH1KD tx,17%,0%,13%,u,-28%,-2%,28%,2%

9	O=C(C(Cc1ccccc1)n1cccc1)N1CCN(c2ncccn2)CC1 (configuration not stated)
10	CCN(CC)CCCN1CC(=O)N2[C@@H](Cc3c([nH]c4ccccc34)C2(C)C)C1=O
11	Cc1ccc(C)c2nc3sc(C(=O)N4CCOCC4)c(N)c3cc12
12	O=C(NC(Cc1c[nH]c2ccccc12)C(=O)N/N=C/c1ccc(Br)cc1)c1cccs1 (configuration not stated)
13	CC1(C(=O)Nc2ccc(Cl)c(Cl)c2)CCN1C(=O)CC(c1ccccc1)c1ccccc1 (configuration not stated)
14	O=C(N/N=C/c1ccc(N2CCOCC2)cc1)c1ccccn1
15	CC(C)CCn1c(Sc2nc3ccccc3o2)nc2c1c(=O)[nH]c(=O)n2C
16	Cc1cccc(NC(=O)c2ccccc2NC(=O)c2ccco2)c1

Compound,9,10,11,12,13,14,15,16
D3 antag,3,-16,-28,1,-19,12,3,4
SW480 rereplic,12%,-9%,u,-79%[inhibitor],x,1%,u,0%
IL-1B inflam inh,-20,-29,53,-61*,-9,9,-105*,u
HT1080-NT tox,1%,2%,4.1µM*,u,u,u,8%,-1%
GLP-1R agonist,-4%,-7%,-8%,7%,9%,-5%,0%,15%
KB-V1 MDR tox,-26%,u,u,-20%,-6%,-3%,15µM*,-2%
KB-3-1 tox,-17%,0%,u,0%,0%,0%,-23%,7%
DRD3 agonist,-4,-2,-1,4,-8,-2,6,4
HT1080 IDH1KD tx,4%,0%,3.3µM*,33µM*,u,u,1%,-4%

17	CCCN1CN=C(NS(=O)(=O)c2ccc(C)cc2)NC1
18	CCOC(=O)C1=C(C)N=c2s/c(=C/c3cccc([N+](=O)[O-])c3O)c(=O)n2C1c1ccccc1 (configuration not stated)
19	COc1ccc(S(=O)(=O)NCC(=O)NCc2cc(=O)n(C)c(=O)n2C)cc1C
20	CCn1c(SCCOc2ccc(Cl)cc2)nnc1-c1cccs1
21	Cc1ccn2cc(C(=O)Nc3cccc(C(=O)NC4CC4)c3)nc2c1
22	CC1=CC(=NOC(=O)/C=C/c2ccccc2)C=C(C)C1=O
23	Cc1ccc(NC(=O)C(C)OC(=O)CSc2ccccc2)cc1 (configuration not stated)
24	COC(=O)[C@@H]1C[C@@]2(O)[C@H](O)[C@H](O)[C@H](O)C[C@H]2N1Cc1ccc(C(C)(C)C)cc1

Compound,17,18,19,20,21,22,23,24
D3 antag,5,-11,2,-22,4,0,15,7
SW480 rereplic,-4%,19%,-36%[inhibitor],-7%,-97%[inhibitor],u,4%,-28%[9.22 µM]
IL-1B inflam inh,8,14,-9,-23,-11,-65*,14,-12
HT1080-NT tox,-5%,-4%,2%,-3%,-2%,u,0%,6%
GLP-1R agonist,12%,1%,1%,1%,6%,9%,1%,-5%
KB-V1 MDR tox,-1%,-3%,22%,9.2µM*,u,-11%,-9%,u
KB-3-1 tox,10%,-20%,16%,3%,-43%,u,15%,-6%
DRD3 agonist,6,-9,1,6,10,-19,-3,9
HT1080 IDH1KD tx,0%,-11%,15%,-10%,-4%,u,-3%,7%

25	COc1ccc2c(c1OC)C(=O)OC2Nc1ncc(Br)cc1Br (configuration not stated)
26	CCCCn1nc(C(=O)NNC(=O)c2ccncc2)c2ccccc2c1=O
27	CCOC(=O)C1(Cc2cccc(OC)c2)CCN(C/C=C/c2ccc(OC)cc2)CC1
28	NS(=O)(=O)c1ccc(CCNc2nc3c(-c4cccc(F)c4)nnn3c3ccc(Cl)cc23)cc1
29	O=C(O)C1C2C=CC3(O2)C1C(=O)N1c2ccccc2COC13 (configuration not stated)
30	CCS(=O)(=O)N1CCC(C(=O)NCc2cccs2)CC1
31	FC(F)(F)c1cccc(NC(=S)Nc2cccc(NC(=S)Nc3cccc(C(F)(F)F)c3)n2)c1
32	COc1ccc(/C=C/C(=O)N2CCN(C)CC2)cc1OC

Compound,25,26,27,28,29,30,31,32
D3 antag,-20,-3,-20,x,5,6,-22,85
SW480 rereplic,-22%,-2%,u,x,-8%,-7%,u,-5%
IL-1B inflam inh,-20,i,-171*,x,0,-2,-86*,8
HT1080-NT tox,3%,-10%,13µM*,x,u,11%,u,-2%
GLP-1R agonist,-4%,1%,0%,5%,-5%,-1%,16%,2%
KB-V1 MDR tox,10%,u,u,12%,4%,-3%,u,6%
KB-3-1 tox,13%,27%,u,u,3%,1%,u,-1%
DRD3 agonist,0,-8,-22,0,4,8,-4,-5
HT1080 IDH1KD tx,4%,-4%,u,x,9%,10%,23µM*,0%

# Brought forward from above: two compounds, then new ones.
31	FC(F)(F)c1cccc(NC(=S)Nc2cccc(NC(=S)Nc3cccc(C(F)(F)F)c3)n2)c1
32	COc1ccc(/C=C/C(=O)N2CCN(C)CC2)cc1OC
33	CCCNC(=O)c1cc2nc(-c3ccccc3)cc(C(F)(F)F)n2n1
34	CCC(=O)NC(=S)Nc1cccc(NC(=O)c2ccc(Cl)cc2Cl)c1
35	COCCN(Cc1ccc(F)cc1)C(=O)c1cc2ccccc2oc1=O
36	O=C(CSc1nnc(CNC(=O)c2cccs2)o1)Nc1ccccc1C(F)(F)F
37	CCN(CCCNC(=O)COc1cc(=O)n(C)c2ccccc12)c1cccc(C)c1
38	CC(=O)COC(=O)C1=NN(c2ccccc2)C(=O)CC1
39	O=C(NCc1ccccc1C(F)(F)F)C1CC(c2ccccc2[N+](=O)[O-])=NO1 (configuration not stated)
40	O=C(Nc1nc(-c2ccc(F)c(F)c2)cs1)c1cc([N+](=O)[O-])ccc1N1CCOCC1

Compound,31,32,33,34,35,36,37,38,39,40
D3 antag,-22,85,1,9,-8,12,7,-9,u,0
SW480 rereplic,u,-5%,u,1%,-12%,-8%,-11%,1%,-40%[inhibitor],-3%
IL-1B inflam inh,-86*,8,0,-18,10,-11,u,5,0,34
HT1080-NT tox,u,-2%,9%,0%,-2%,-1%,-7%,8%,4%,-9%
GLP-1R agonist,16%,2%,1%,-10%,6%,0%,5%,1%,19%,5%
KB-V1 MDR tox,u,6%,4%,0%,12%,0%,u,u,19%,u
KB-3-1 tox,u,-1%,10%,4%,13%,1%,u,0%,0%,-2%
DRD3 agonist,-4,-5,28,-4,2,4,-1,-12,-3,-22
HT1080 IDH1KD tx,23µM*,0%,16%,6%,9%,13%,-1%,14%,-2%,-12%

# Part of the list above, limited to HT1080 IDH1KD tx.
cpd | SMILES | HT1080 IDH1KD tx
38 | CC(=O)COC(=O)C1=NN(c2ccccc2)C(=O)CC1 | 14%
33 | CCCNC(=O)c1cc2nc(-c3ccccc3)cc(C(F)(F)F)n2n1 | 16%
40 | O=C(Nc1nc(-c2ccc(F)c(F)c2)cs1)c1cc([N+](=O)[O-])ccc1N1CCOCC1 | -12%
39 | O=C(NCc1ccccc1C(F)(F)F)C1CC(c2ccccc2[N+](=O)[O-])=NO1 (configuration not stated) | -2%
34 | CCC(=O)NC(=S)Nc1cccc(NC(=O)c2ccc(Cl)cc2Cl)c1 | 6%
35 | COCCN(Cc1ccc(F)cc1)C(=O)c1cc2ccccc2oc1=O | 9%

# (further entries)
41	O=S(=O)(O)c1cc(O)c2cc(Nc3ccccc3)ccc2c1
42	C/C(CC(=O)Nc1ccc(Cl)cc1Cl)=N\NC(=O)c1cnccn1
43	Cc1sc2ncnc(SCC(=O)Nc3ccc(CN4CCCC4)cc3)c2c1C
44	CN(CC(=O)NC(=O)NC1CCCCC1)CC(=O)Nc1ccccc1C(F)(F)F
45	COCCNC(=O)CCC1CCN(Cc2cccc(Oc3ccccc3)c2)CC1
46	CC(C)N1C(=O)N(c2cccc(Cl)c2)C(C)(O)CC1(C)C (configuration not stated)
47	COc1ccc(C(O)c2nc(-c3cccs3)cs2)cc1 (configuration not stated)
48	O=C(NCCc1ccccc1)c1ccc2c(c1)N(Cc1c(F)cccc1Cl)C(=O)CS2

Compound,41,42,43,44,45,46,47,48
D3 antag,-20,-5,-11,13,-11,-3,-3,x
SW480 rereplic,-7%,-5%,14%,x,u,3%,x,x
IL-1B inflam inh,2,-7,-17,-29,3,17,20,x
HT1080-NT tox,-12%,-19%,7%[9.24 µM],6%,-5%,3%,22%,x
GLP-1R agonist,-4%,10%,17%,14%,-1%,14%,-1%,0%
KB-V1 MDR tox,2%,10%,u,u,-13%,-8%,-1%,-8%
KB-3-1 tox,4%,0%,20%,3%,1%,20%,0%,7%
DRD3 agonist,-5,2,-16,0,-14,9,-5,-4
HT1080 IDH1KD tx,-3%,-14%,-4%,0%,-1%,15%,16%,x
